MrgX1 PAM: positive allosteric modulators of MrgX1, primary screen, HEK293 cells, Fluo-4 calcium flux; AID 588675, 2011; 310,000 compounds, 0.63% hits; B-score at 10 µM; FDSS; stronger effect = higher value; Mas-related G-protein coupled receptor member X1 (Homo sapiens), Q96LB2;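 active = plate-corrected calcium response at least 3 library SD above typical, normal starting fluorescence, not activating the receptor alone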;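 note: compound read alongside a low EC10 to EC30 dose of BAM8-22 agonist; peak minus trough fluorescence over baseline measured at the second addition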
AI-2 QS mod: Vibrio harveyi AI-2 quorum sensing modulators, primary screen, JMH597 strain, luminescence/OD600 ratio | Vibrio harveyi JMH597 AI-2 luminescence/OD600 ratio, 9 h; stronger effect = lower value; strain lacks LuxN and CqsS sensors; 0 = neutral-control median | activity change, % at 7.5 µM | 300,000 compounds, 0.4% hits | AID 2094, 2009; in the data active = activity change below about -75%, passing the limit was not always enough;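 note: luminescence divided by OD600 gain over 9 h not by final OD600 alone; inactives centre near 13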
MrgX1 antag: antagonists of human MrgX1 receptor, primary screen, HEK293 cells, Fluo-4 calcium flux | Mas-related G-protein coupled receptor member X1 (Homo sapiens), Q96LB2 | BAM8-22 antagonism; stronger effect = lower value | B-score at 10 µM | 310,000 compounds, 1.3% hits | AID 588676, 2011;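 active = calcium-response B-score plate-corrected more than 3 library SD below zero, starting fluorescence within 5 deviations, no agonist response on first addition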;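 note: peak minus trough fluorescence over baseline after final BAM8-22 challenge near maximal dose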
MrgX1 agonist: agonists of human MrgX1 receptor, primary screen, HEK293 cells, Fluo-4 calcium flux | Mas-related G-protein coupled receptor member X1 (Homo sapiens), Q96LB2 | Fluo-4 calcium fluorescence, agonist mode; stronger effect = higher value | B-score at 10 µM | 310,000 compounds, 0.44% hits | AID 588627, 2011;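 active = calcium response B-score plate-corrected fluorescence ratio at least 3 library SD, with starting fluorescence B-score inside 5 SD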
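Test system: Stable human MrgX1 HEK293 cell line | Schedule: Overnight plating before 1 h dye loading | Read-out basis: Baseline-normalised fluorescence change ratio, B-scored | Detection: Kinetic calcium dye fluorescence, Fluo-4 NW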
PolyA inh: polyadenylation inhibitors in yeast reporter cells, primary screen, luminescence, S. cerevisiae; 300,000 compounds, 0.02% hits; S. cerevisiae SKY197-pL101 polyadenylation reporter, beta-gal luminescence; efflux-impaired pdr1/pdr3 knockout yeast; score 100 = 6 SD above DMSO; AID 1875, 2009; calls only at 12 µM;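 active = lowest replicate activity score at least 50, where 100 means six control SD above control mean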;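 note: yeast exposed to compound for 9 h at 30 °C; higher score means more reporter readthrough which indicates perturbed polyadenylation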
TRPC4 potent: positive allosteric modulators of TRPC4, primary screen, cell-based, mouse TRPC4beta, HEK293 mu-opioid, Fluo-4 calcium. Short transient receptor potential channel 4 (Mus musculus), Q9QUQ5. AID 2227, 2009. DAMGO EC20, Fluo-4 Ca2+ flux; stronger effect = higher value. B-score at 10 µM. 310,000 compounds, 0.42% hits;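 active = B-score of calcium response area above 5 SD of library B-scores, with initial fluorescence ratio within 5 SD of library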;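 note: B-score of integrated fluorescence ratio over time as area under calcium response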
TRPC4 block: inhibitors of mouse TRPC4 channel, primary screen, Fluo4 calcium, HEK293 TRPC4beta/mu-opioid cells; Short transient receptor potential channel 4 (Mus musculus), Q9QUQ5; DAMGO-evoked Fluo4 calcium flux; stronger effect = lower value; B-score at 10 µM; 300,000 compounds, 0.39% hits; AID 2247, 2010;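 active = B-score over 3 SD under the library average, no early fluorescence shift, positive overall ratio signal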
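Signal: kinetic Fluo4 fluorescence imaging of calcium influx. Material: stable TRPC4beta/mu-opioid receptor HEK293 cells. Probe or stimulus: DAMGO in two steps, submaximal then maximal.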
TRPC4 act: activators of mouse TRPC4 channel, primary screen, Fluo4 calcium, HEK293 TRPC4beta/mu-opioid cells; Fluo4 calcium fluorescence; stronger effect = higher value; AID 2237, 2010; 310,000 compounds, 0.49% hits; B-score at 10 µM;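 active = B-score above 5 SD of library B-scores, and initial fluorescence ratio not above library mean plus 5 SD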;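 note: positive B-score marks a calcium rise read as TRPC4 activation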
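Incubation: 45 min room-temperature Fluo4 loading, 110 s read / System: HEK293 cells stably co-expressing mouse TRPC4beta and mu-opioid receptor / Signal: Fluo4 fluorescence, kinetic / Control set: buffer (low) and maximal DAMGO (high) / Measure: integrated baseline-normalised fluorescence ratio, converted to per-well B score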
TRPC6 act: mouse TRPC6 channel activators, primary screen, cell-based, HEK293, membrane potential dye. Short transient receptor potential channel 6 (Mus musculus), Q61143. HEK293-TRPC6 membrane potential dye fluorescence; stronger effect = higher value. B-score at 10 µM. 310,000 compounds, 0.13% hits. AID 2550, 2010;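 active = B-score of the integrated fluorescence ratio above library mean plus 3 SD, and starting fluorescence ratio within library mean plus 5 SD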;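 note: higher score means more depolarization so channel activation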
Target sequence (Q61143 whole entry, looked up): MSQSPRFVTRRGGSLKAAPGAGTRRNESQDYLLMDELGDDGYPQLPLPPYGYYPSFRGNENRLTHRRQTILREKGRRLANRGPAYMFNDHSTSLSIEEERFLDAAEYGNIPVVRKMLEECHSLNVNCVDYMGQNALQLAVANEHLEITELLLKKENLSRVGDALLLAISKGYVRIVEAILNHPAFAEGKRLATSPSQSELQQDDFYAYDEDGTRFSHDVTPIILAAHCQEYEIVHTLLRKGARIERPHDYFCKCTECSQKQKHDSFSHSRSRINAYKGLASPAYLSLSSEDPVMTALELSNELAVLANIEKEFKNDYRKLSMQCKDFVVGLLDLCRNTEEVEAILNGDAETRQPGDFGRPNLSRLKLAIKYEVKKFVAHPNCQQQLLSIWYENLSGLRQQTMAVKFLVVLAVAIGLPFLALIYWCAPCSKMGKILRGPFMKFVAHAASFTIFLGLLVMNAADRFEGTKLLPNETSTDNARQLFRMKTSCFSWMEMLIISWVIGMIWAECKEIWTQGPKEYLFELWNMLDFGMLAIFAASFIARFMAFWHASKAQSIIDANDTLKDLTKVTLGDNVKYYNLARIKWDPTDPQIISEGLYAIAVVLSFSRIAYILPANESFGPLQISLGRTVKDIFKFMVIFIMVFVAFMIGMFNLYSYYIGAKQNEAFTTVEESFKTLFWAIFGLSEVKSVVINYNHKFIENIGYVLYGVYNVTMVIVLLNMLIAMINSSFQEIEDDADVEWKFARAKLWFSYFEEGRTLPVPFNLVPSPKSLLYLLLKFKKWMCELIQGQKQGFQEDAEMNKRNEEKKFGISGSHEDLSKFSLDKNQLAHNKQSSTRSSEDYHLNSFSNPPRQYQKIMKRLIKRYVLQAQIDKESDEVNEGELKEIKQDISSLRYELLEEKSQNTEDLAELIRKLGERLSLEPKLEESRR
TRPC6 inhibitor: mouse TRPC6 channel inhibitors, primary screen, cell-based, HEK293, membrane potential dye. Short transient receptor potential channel 6 (Mus musculus), Q61143. ACh-evoked depolarization; stronger effect = lower value. B-score at 10 µM. 310,000 compounds, 1.1% hits. AID 2553, 2010;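 active = B-score under library mean minus 3 SD, initial fluorescence not abnormally high, positive integrated signal ratio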;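 note: B-score derived from integrated fluorescence ratio over the kinetic read; more negative B-score means stronger inhibition of depolarization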
HIF activator: HIF pathway transcriptional activators, primary screen, cell-based, U2OS HRE-luciferase, luminescence. U2OS HRE-luciferase reporter; normalized: DMSO 0%, desferrioxamine 100%. activation, % at 7.5 µM (by protocol). 300,000 compounds, 0.32% hits;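 active = mean activation of at least 10% of the iron chelator positive control signal, with at least half of replicates also reaching 10%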
* = called active by the depositor; i = inactive; nt = not tested or not shown.

SMILES	MrgX1 PAM	AI-2 QS mod	MrgX1 antag	MrgX1 agonist	PolyA inh	TRPC4 potent	TRPC4 block	TRPC4 act	TRPC6 act	TRPC6 inhibitor	HIF activator
Cn1c(SCC(=O)O)nnc1-c1ccc(NC(=O)c2ccc(Cl)c(Cl)c2)cc1	i	4.3	i	i	i	i	i	i	i	i	-0.2
Cc1ccc(C)c(NC(=S)Nc2ncccc2C)c1	i	2.4	i	i	i	i	i	i	i	i	1.4
O=C(Nc1nc(-c2ccccc2)cs1)c1ccc(=O)[nH]c1	i	-0.4	-4.75*	i	i	i	i	i	i	i	1.6
C=CCOC(=O)c1cn(CC)c2nc(C)ccc2c1=O	i	0.7	i	i	i	i	i	i	i	i	-0.6
OCC1(CCOc2ccccc2)CCN(Cc2ccccc2OC(F)F)CC1	i	13.4	i	i	i	i	i	i	i	i	0.6
Cc1nccn1S(=O)(=O)c1ccc(Br)cc1Br	i	4.2	i	i	i	i	i	i	i	i	-0.5
O=C(Nc1ccncc1)c1ccc(Cl)cc1	i	-5.1	i	i	i	i	i	i	i	i	0.8
COC(=O)C1=C(C)N(CCCC(=O)O)C(=O)NC1c1ccc(C#N)cc1 (stereo unspecified)	i	3.5	i	i	i	i	i	i	i	i	-0.2
CCC1(c2ccc(Cl)cc2)NC(=O)N(Cc2ccc(C(=O)OC)cc2)C1=O (stereo unspecified)	i	10.4	i	i	i	i	i	i	i	i	-0.6
COC(=O)N1C(=O)[C@@](c2ccccc2)(C2CCCCC2)N1C(=O)OC	i	20.9	i	i	i	i	i	i	i	i	1.5
O=C(NNC(=S)Nc1ccc(Cl)cc1Cl)c1ccc(N2CCOCC2)c([N+](=O)[O-])c1	i	24.7	i	i	i	i	i	i	i	i	0.3
CCOC(=O)/C=C/C(=O)OCC(=O)Nc1c(Cl)cccc1Cl	i	14.3	i	i	i	i	i	i	i	i	-0.9
Cc1nn(C(=O)CCC(=O)NCc2ccccc2Cl)c2ccccc12	i	13.2	i	i	i	i	i	i	i	i	0.0
COc1ccc(NC(=O)CC2Sc3ncnn3C2=O)cc1 (stereo unspecified)	i	44.5	i	i	i	i	i	i	i	i	-0.1
COc1cc2[nH]c(=O)n(Cc3ccc(C(=O)N4CCC(N5CCCCC5)CC4)cc3)c(=O)c2cc1OC	i	26.4	i	i	i	i	i	i	i	i	-0.3
N#CC(C#N)=C(N)CSc1cccc[n+]1[O-]	i	20.5	i	i	nt	i	i	i	i	i	-0.3
CCCCCNC(=O)c1cccc(S(=O)(=O)N2CC3(C)CC2CC(C)(C)C3)c1 (stereo unspecified)	i	20.8	i	i	i	i	i	i	i	i	-1.1
CC1CN(S(=O)(=O)c2ccc(C(=O)N(CCCN(C)C)c3nc4c(Cl)cccc4s3)cc2)CC(C)O1 (stereo unspecified)	i	5.5	i	i	i	i	i	i	i	-7.49*	-0.1
Cc1cnn(CCC(=O)NNC(=S)NCC(C)C)c1	i	15.1	i	i	i	i	i	i	i	i	0.1
CCCCn1c(N)c(N(CC(C)C)C(=O)CSc2n[nH]c(-c3ccc(C)cc3)n2)c(=O)[nH]c1=O	i	16.9	i	i	i	i	i	i	i	i	2.7
N#Cc1ccc(OC(=O)c2cnccn2)cc1	i	4.1	i	i	i	i	i	i	i	i	-0.2
Cc1sc2nc(SCC(N)=O)n(C)c(=O)c2c1C	i	3.8	i	i	i	29*	i	i	i	i	0.3
CCOC(=O)C1CCCN(C(=O)Cn2nc(CC)n3c(cc4sccc43)c2=O)C1 (stereo unspecified)	i	13.0	i	i	i	i	i	i	i	i	0.3
COC(=O)c1cn(NC(=O)c2cccnc2)c(=O)c2ccccc12	i	16.4	i	i	i	i	i	i	i	i	-0.9
Cc1c(C(=O)N2CCN(c3ccc(F)cc3)CC2)sc2nc3n(c(=O)c12)CCC3	i	16.8	i	i	i	i	i	i	i	i	0.3
COc1ccccc1C(=O)NN=C1CCN(Cc2ccccc2)CC1	i	8.7	i	i	i	i	i	i	i	i	-0.4
CSc1ccccc1NC(=S)NCc1ccc(Cl)cc1	i	3.0	i	i	i	i	i	i	i	i	2.8
CCOc1cc(N2CCOCC2)c(OCC)cc1NC(=O)c1cccc(N(C)C)c1	i	19.9	i	i	i	i	i	i	i	i	-0.4
CC1(C)CC(=O)c2c(nc3ccccc3c2N)C1	i	15.7	i	i	i	i	i	i	i	i	-0.1
O=C1OCCN1C(=O)[C@H]1[C@H](c2ccc(F)cc2)C(c2ccc(F)cc2)=NN1c1ccccc1	i	42.5	i	i	i	i	i	i	i	i	1.1
C/C(=N\NC(=S)NC(C)C)c1ccc(C(C)(C)C)cc1	i	17.1	i	i	i	i	i	i	i	i	-0.3
COc1cc(CCC(=O)OCC(=O)Nc2ccc(F)c(F)c2F)cc(OC)c1OC	i	13.6	i	i	i	i	i	i	i	i	0.4
COc1ccc(CCNC(=O)c2ccc3nc(N4CCOCC4)sc3c2)cc1OC	i	-2.1	i	i	i	i	i	i	i	i	-0.2
O=C(N/N=C/c1ccc([N+](=O)[O-])s1)c1cccc(Br)c1	i	-48.2	i	i	i	i	i	i	i	i	-1.9
COc1cc(OC)cc(C(=O)Nn2cc(C(=O)Nc3ccc(F)cc3F)c3ccccc3c2=O)c1	i	13.5	i	i	i	i	i	i	i	i	0.1
CCC(C)NC(=O)Cc1ccc(-c2ccccc2)cc1 (stereo unspecified)	i	16.1	i	i	i	i	i	i	i	i	0.0
CN(C)S(=O)(=O)c1ccc(C(=O)OCc2ccc(C#N)cc2)cc1	i	14.7	i	i	i	i	i	i	i	i	0.0
CCOc1cc2[nH]c(=O)n(CCCC(=O)NCc3ccc(OC)cc3)c(=O)c2cc1OCC	i	13.8	i	i	i	i	i	i	i	i	-0.1
CCOC(=O)c1c(C)[nH]c(C)c1S(=O)(=O)N(C)CC(=O)Nc1ccccc1F	i	18.2	i	i	i	i	i	i	i	i	-0.1
Cc1noc(C)c1CS(=O)(=O)c1ccc([N+](=O)[O-])cc1	i	17.2	i	i	i	i	i	i	i	i	-0.2
COc1cc2[nH]c(=O)n(CCC(=O)NC3CCCC3)c(=O)c2cc1OC	i	-0.5	i	i	i	i	i	i	i	i	0.0
O=C1CN(C(=O)NCC(=O)N[C@@H](C(=O)O)c2ccccc2)c2ccccc2N1	i	-16.2	i	i	i	i	i	i	i	i	-0.2
NC(=S)c1cnn2c(-c3cccc(C(F)(F)F)c3)ccnc12	i	14.1	i	i	i	i	i	i	i	i	1.2
CC1CCCC(NC(=O)C2CC(=O)N(Cc3ccccc3)C2)C1C (stereo unspecified)	i	17.5	i	i	i	i	i	i	i	i	0.0
COc1ccc(F)c(-c2nc(CN3CCC(c4ccccc4)CC3)c(C)o2)c1	i	3.6	i	i	i	i	i	i	i	i	-1.0
O=c1ccc(NS(=O)(=O)c2ccc(Cl)cc2)cn1Cc1ccc(Cl)c(Cl)c1	i	21.3	i	i	nt	i	i	i	i	i	-0.1
Cc1ccc(S(=O)(=O)N(C(=O)c2ccncc2)c2ccc(OC(=O)c3ccncc3)c3ccccc23)c(C)c1	i	14.4	i	i	i	i	i	i	i	i	-0.3
c1ccc(CNc2ccc3ccccc3n2)nc1	i	19.3	i	i	i	i	i	i	i	i	-0.1
Cc1ccc(NC(=O)CC(=O)Nc2ccc(C)cc2C)c(C)c1	i	23.1	i	i	i	i	i	i	i	i	-0.9
CCN(CC(=O)Nc1cccc(OC)c1)CC(=O)Nc1ccc(Br)c(C)c1	i	2.6	i	i	i	i	i	i	i	i	0.9
COc1cc(NC(=O)CSc2nccc(C)n2)c(C)cc1[N+](=O)[O-]	i	12.3	i	i	i	i	i	i	i	i	0.4
COc1ccc(NC(=O)CN2CCN(CC(=O)Nc3ccc(F)cc3F)CC2)cc1	nt	3.5	nt	nt	i	i	i	i	i	i	1.5
COc1ccc(S(=O)(=O)N2CCN(C(=S)NCCc3ccccc3)CC2)cc1	i	15.4	i	i	i	i	i	i	i	i	-0.2
COC(=O)CCCC1=CC2=CC(=O)C(C)(OC(=O)c3cccs3)C(=O)C2=CN1CC(C)C (stereo unspecified)	i	32.6	i	i	i	i	i	i	i	i	-0.6
O=C(NC(Cc1c[nH]c2ccccc12)C(=O)O)c1cccs1 (stereo unspecified)	i	30.7	i	i	i	i	i	i	i	i	-0.3
CCOC(=O)CSc1nnc(-c2ccco2)n1-c1ccc(C)cc1	i	6.8	i	i	i	i	i	i	i	i	-0.6
CCOc1ccccc1NC(=O)Nc1cc(OC)ccc1OC	i	9.1	i	i	i	i	i	i	i	i	-0.7
O=C(O)c1cccnc1SCC(=O)N1CCCc2ccccc21	i	24.6	i	35.7*	i	i	i	i	i	i	0.1
COc1ccc(CC(=O)N/N=C/c2cccn2-c2ccc([N+](=O)[O-])cc2)cc1OC	i	1.1	i	i	i	i	i	i	i	i	-0.8
Cc1ccc2cc(/C=N/NC(=O)[C@@H]3CCCN3)c(Cl)nc2c1	i	17.0	i	i	i	i	i	i	i	i	0.2
FC(F)(F)c1cnc(Oc2ccc(-c3nnco3)cc2)c(Cl)c1	i	2.8	i	i	i	i	i	i	i	i	0.5
C[C@@H](CN1C(=O)C(=O)NC[C@@H]1C)NC(=O)CC12CC3CC(CC(C3)C1)C2	i	19.4	i	i	i	i	nt	i	i	i	0.3

A portion of the library; count on the stated rates, not on these rows.
